# From PubChem
# TDP2 absorb – human TDP2 enzyme inhibitors, primary screen, biochemical, epi absorbance, recombinant enzyme; 370,000 tested, 0.34% active; AID 720702, 2013; Tyrosyl-DNA phosphodiesterase 2 (Homo sapiens), O95551; inhibition, % at 12.8 µM; T5PNP hydrolysis, p-nitrophenol absorbance 415 nm;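 active = inhibition above the mean of all tested compounds plus 3 SD, set per campaign, cut at about 25% in these data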;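 also: 0% = DMSO with enzyme and 100% = buffer with substrate but no TDP2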
#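 Test system: human TDP2 enzyme; Input: 120 nM TDP2 per well; Buffer or medium: Mg2+-containing Tris-HCl buffer, pH 7.5; Reagent: 5 mM T5PNP; Dosing: 12.8 µM single point, 1% DMSO; Incubation: reaction 2 h, 37 °C; Detection: p-Nitrophenol epi absorbance; Read-out: % inhibition relative to enzyme-containing and enzyme-free wells; Replicates: single well per compound.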
# MBD2 inh – inhibitors of MBD2 binding to methylated DNA, primary screen, biochemical, TR-FRET, DNA-binding domain, human | MBD2 binding to methylated oligonucleotide | inhibition, % at 4.4 µM | 370,000 tested, 0.31% active | AID 686964, 2013; in the data active = inhibition above about 13%
# Target sequence (Q9UBB5 whole entry, looked up, the tested form may be a part): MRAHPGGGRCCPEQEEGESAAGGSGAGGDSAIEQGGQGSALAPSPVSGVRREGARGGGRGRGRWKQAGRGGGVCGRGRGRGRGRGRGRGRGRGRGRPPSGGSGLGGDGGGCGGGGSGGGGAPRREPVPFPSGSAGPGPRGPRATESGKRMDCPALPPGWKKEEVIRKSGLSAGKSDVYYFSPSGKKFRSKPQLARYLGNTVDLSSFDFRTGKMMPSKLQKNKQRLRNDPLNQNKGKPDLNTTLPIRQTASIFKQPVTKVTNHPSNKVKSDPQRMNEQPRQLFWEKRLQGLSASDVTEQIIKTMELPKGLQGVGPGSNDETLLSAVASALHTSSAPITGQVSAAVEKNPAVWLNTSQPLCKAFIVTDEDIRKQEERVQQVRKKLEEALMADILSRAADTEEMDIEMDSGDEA
# SIAE primary – human SIAE inhibitors, primary screen, biochemical, fluorescence polarization, FP-Rh probe, 1536-well HTS. SIAE FP-Rh probe binding. inhibition, % at 9.66 µM. 370,000 tested, 0.69% active. AID 1053197, 2014. Sialate O-acetylesterase (Homo sapiens), Q9HAT2;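 active = inhibition above a cutoff: mean of compounds within the control limits plus 3 SD of those, cut at about 17% in these data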;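 also: 0% = plate median of compound wells and 100% = probe without SIAE protein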
# Target sequence (Q9HAT2 whole entry, looked up): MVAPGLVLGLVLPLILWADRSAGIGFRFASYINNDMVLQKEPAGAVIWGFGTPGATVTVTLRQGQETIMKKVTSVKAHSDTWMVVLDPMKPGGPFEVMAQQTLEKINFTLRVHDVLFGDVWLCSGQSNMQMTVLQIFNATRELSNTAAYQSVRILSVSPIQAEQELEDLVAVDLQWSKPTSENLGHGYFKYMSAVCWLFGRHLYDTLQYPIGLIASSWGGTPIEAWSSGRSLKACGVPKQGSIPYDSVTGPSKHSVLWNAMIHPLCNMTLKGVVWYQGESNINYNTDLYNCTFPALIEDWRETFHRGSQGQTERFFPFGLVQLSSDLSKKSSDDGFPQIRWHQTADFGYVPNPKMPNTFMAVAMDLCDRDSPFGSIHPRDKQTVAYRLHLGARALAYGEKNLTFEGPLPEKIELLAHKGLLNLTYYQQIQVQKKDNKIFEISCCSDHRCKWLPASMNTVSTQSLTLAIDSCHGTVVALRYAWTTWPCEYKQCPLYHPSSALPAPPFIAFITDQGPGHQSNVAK
# UHRF1 binding – UHRF1 methylated DNA binding inhibitors, primary screen, counter-screen for MBD2 inhibitor project, biochemical, TR-FRET, human UHRF1, single concentration | E3 ubiquitin-protein ligase UHRF1 (Homo sapiens), Q96T88 | UHRF1 binding to methylated oligo | inhibition, % at 4.4 µM | 370,000 tested, 0.75% active | AID 687016, 2013; in the data active = inhibition above about 21%;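 also: UHRF1 SRA domain binding a hemimethylated CpG hairpin DNA probe; 0% = median of test compound wells and 100% = reference inhibitor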
# KLK7 zymogen act – proKLK7 zymogen activators, primary screen, biochemical, fluorescence intensity. 370,000 tested, 0.9% active. Kallikrein-7 (Homo sapiens), P49862. AID 652039, 2013. purified proKLK7, EDANS-DABCYL substrate fluorescence; 100% is mature enzyme control, 0% vehicle. activation, % at 7 µM;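 active = activation above the mean of all tested compounds plus 3 SD, computed per campaign excluding outliers beyond control limits, cut at about 13% in these data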
# Tn7 DDE FP – inhibitors of Tn7 peptide binding to fibrin DD(E), primary screen, biochemical, fluorescence polarization, human fibrin, Tn7 probe | Fibrinogen beta chain (Homo sapiens), P02675 | FP displacement of FITC-Tn7 peptide from fibrin DD(E); 0% = median of compound wells per plate | inhibition, % at 8.3 µM | 370,000 tested, 0.13% active | AID 720508, 2013;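 active = inhibition above the mean of compounds falling within the control limits plus 3 SD of them, cut at about 14% in these data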;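 also: 0% = plate median of compound wells and 100% = 10 µM Aha-Tn7 peptide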
#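 Test system: human clot-derived fibrin DD(E) complex / Quantity: 2 µM final DD(E) protein / Incubation: 10 min plus 3 h, room temperature / Measured by: fluorescence polarization / Benchmarks: high control of 10 µM Aha-Tn7 peptide / Replicates: singlicate testing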
# PRMT1 inh – PRMT1 methyltransferase inhibitors, primary screen, biochemical, fluorescence polarization | Protein arginine N-methyltransferase 1 (Homo sapiens), Q99873 | recombinant PRMT1, activity-based probe fluorescence polarization | inhibition, % at 2.79 µM | 370,000 tested, 1.3% active | AID 652257, 2013;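 active = inhibition above about 21% made by adding two undisclosed values, limit read from the data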
# LEDGF integ inh – blockers of LEDGF/p75-dependent integrase strand transfer – biochemical, TR-FRET, high throughput, primary screen | HIV-1 integrase (with human LEDGF/p75) | TR-FRET IN-LEDGF/p75 DNA integration, Eu/Cy5 | inhibition, % at 3.7 µM | 370,000 tested, 0.64% active;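 active = inhibition above the screen-wide mean plus 3 SD, cut at about 13% in these data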;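 also: signal is the Cy5 over europium emission ratio at 671 and 618 nm; 0% = plate median of compound wells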
# Tn6 DDE FP – inhibitors of Tn6 peptide binding to fibrin DD(E), primary screen, biochemical, fluorescence polarization, human fibrin, Tn6 probe. Fibrinogen beta chain (Homo sapiens), P02675. Fibrin DD(E) TRITC-Tn6 fluorescence polarization displacement. inhibition, % at 8.3 µM. 370,000 tested, 0.21% active. AID 720509, 2013;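 active = inhibition above a per-campaign cutoff: mean of compounds within control limits plus 3 SD, cut at about 15% in these data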;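 also: 0% = median of all compound wells on the plate and 100% = blocking peptide control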
# TCR-CD3 inh – inhibitors of human TCR-CD3 interaction, primary screen, biochemical, fluorescence, TAMRA-labeled TCR probe; AID 651800, 2012; T-cell receptor (TCR); 360,000 tested, 0.37% active; inhibition, % at 9.4 µM; in the data active = inhibition above about 19%;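 also: recombinant mutant TCR 2C K166C tagged with TAMRA read by polarization; 0% = receptor in buffer alone and 100% = receptor with positive control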
# The depositor's hits bear a star.
SMILES,TDP2 absorb,MBD2 inh,SIAE primary,UHRF1 binding,KLK7 zymogen act,Tn7 DDE FP,PRMT1 inh,LEDGF integ inh,Tn6 DDE FP,TCR-CD3 inh
COc1ccc(-n2cnnc2SCC(=O)N(C)c2ccccc2)cc1,-1,0,2,2,-0.6,2,-2,4,2,6
Cc1ccc(-c2nnc(N(C)C(=O)c3cccnc3)s2)cn1,-4,1,-5,1,2.9,3,2,-2,0,7
CC1CCN(C(=O)COC(=O)CNC(=O)C23CC4CC(CC(C4)C2)C3)CC1,13,-2,-1,0,0.2,7,3,0,2,3
CCCCOP(=O)(OCCCC)C(O)c1ccc(F)cc1 (stereo unspecified),-8,-6,0,-1,0.1,0,1,-1,2,-1
C=CCNc1nc(C(=O)OCC(=O)NCc2cccc(Cl)c2)cs1,0,1,-2,3,0.0,5,1,-1,5,-3
Cc1ccc(NC(=S)N2CCC(NC(=O)c3ccc(C)cc3)CC2)cc1,8,2,2,-2,0.4,0,-3,2,-1,5
COC(=O)c1ccccc1NC(=O)C1CCN(C(=O)c2cc(OC)c(OC)c(OC)c2)CC1,8,-5,3,0,-0.4,-1,-1,1,-1,-7
NS(=O)(=O)c1ccc(N/N=C/c2ccccc2C(=O)O)c([N+](=O)[O-])c1,10,-14,9,-11,0.1,4,-1,0,-6,-2
COCCNS(=O)(=O)c1ccc2c(c1)Cc1cc(S(=O)(=O)NCCOC)ccc1-2,3,2,4,-1,0.1,4,-1,0,4,5
CC(=O)N1CCc2cc(S(=O)(=O)NCC(=O)NCc3ccc(F)cc3)ccc21,-3,5,-1,5,0.3,-2,3,-2,5,1
COc1ccc(CCn2c(Br)nc3c2c(=O)[nH]c(=O)n3C)cc1,5,2,-2,0,0.2,7,1,-1,-2,-2
Cc1ccc(NC(=S)Nc2ccc(F)cc2)cc1C,7,-1,11,-1,-0.7,7,1,3,5,2
CCOc1cc(/C=C(\C#N)C(=O)Nc2cccc(C(=O)O)c2)cc(Br)c1OC(=O)c1ccc(OC)cc1,-1,1,-19,-2,0.2,5,-3,4,-5,-1
Cc1c(NC(=O)CSc2nc3ccccc3s2)c(=O)n(-c2ccccc2)n1C,-2,2,-1,-1,0.1,2,1,1,-1,10
CC(=O)N1CCN(C(=O)c2ccc(Cl)c(S(=O)(=O)N3CCc4ccccc43)c2)CC1,12,-3,2,1,-0.8,0,1,-3,-1,1
Cc1ccc2c(=O)n3c(nc2c1)C(Cc1ccccc1)NC(=O)c1ccc(Cl)cc1-3 (stereo unspecified),4,-3,-5,-2,-1.1,-4,-1,-1,-6,5
Cc1cc(C)cc(NC(=O)Cn2nnc(C(=O)NCc3ccc4c(c3)OCO4)c2N)c1,1,-3,-1,-1,0.0,-1,-3,1,4,10
O=[N+]([O-])c1ccccc1C=NNC(=S)NN=Cc1ccccc1[N+](=O)[O-],-2,0,4,0,-0.2,3,8,1,-11,-6
COc1ccc(Cl)cc1NC(=O)C1CCN(C(=O)Nc2ccccc2)CC1,-1,-7,-4,0,-0.2,-6,-1,2,-7,-2
Cn1c(=O)cc(OCCCC(=O)NCCC2=CCCCC2)c2ccccc21,11,-5,-3,0,0.4,7,-1,-1,9,-6
COc1ccc(-n2nc(C(=O)N3CCCCC3)c3ccccc3c2=O)cc1,1,1,0,-2,0.0,4,-4,0,3,3
CCOC(=O)c1cc2n(n1)C(C(F)(F)F)CC(C)N2 (stereo unspecified),-1,4,-4,0,-0.2,-6,2,0,5,0
Cc1ccc(C2C(C(=O)O)c3ccccc3C(=O)N2C)o1 (stereo unspecified),-4,7,7,16,0.0,12,1,0,0,2
O=C(CCNS(=O)(=O)c1ccccc1)N1CCN(C(c2ccccc2)c2ccccc2)CC1,10,-3,0,-2,0.2,-3,-3,2,-7,4
COc1cc(OC)cc(C(=O)NCCC(c2ccccc2)c2ccccc2)c1,6,-2,-3,1,-0.3,0,-4,-1,1,3
COc1ccc(S(=O)(=O)NC2CC2)cc1-n1cnnn1,-2,-1,6,-1,0.0,8,2,0,-1,0
COc1ccccc1CC(=O)NC(=O)c1ccccc1O,-2,2,-2,2,1.0,-11,-1,3,5,1
Cc1cc(C)n2nc(SCCCC(=O)c3ccc(F)cc3)nc2n1,-6,2,0,5,-0.5,0,-1,0,-2,-3
COc1ccc(NC(=O)Nc2sc(=S)n(C)c2C)cc1,4,1,7,6,0.7,0,0,0,10,-2
CC(C)N1CCN(Cc2nc3c(s2)CCCC3)CC1CCO (stereo unspecified),-7,-2,-4,0,0.6,2,-1,0,2,0
COc1ccc(CC(=O)Nc2ccccc2NC(=O)c2ccco2)cc1OC,8,8,1,17,-0.1,-9,4,-1,1,-1
Cn1c(=O)c2c(nc(SCc3ccc(F)cc3)n2C)n(C)c1=O,19,-5,12,0,0.0,4,1,0,6,-5
CCCCNC(=O)C1(C)CCN1C(=O)c1ccncc1 (stereo unspecified),2,1,7,-1,0.5,0,-4,2,-2,2
COc1ccc(CNC(=O)Cn2cccc2C(=O)c2ccccc2C)cc1,1,0,2,-2,0.2,4,-1,1,9,4
CCOC(=O)C1CCN(C(=O)C2CCCN2S(=O)(=O)c2ccc(Cl)cc2)CC1 (stereo unspecified),-3,6,-2,2,0.9,-6,-1,-3,-5,2
COc1ccc(C)cc1NC(=O)NNC(=O)c1ccoc1C,1,0,1,-2,0.8,-4,-3,7,-3,5
Cc1ncsc1CCC(=O)N1CCCC(Nc2ccc(C(C)C)cc2)C1 (stereo unspecified),15,-2,9,-2,1.1,-1,-4,3,1,1
Cc1ccc(NC(=O)NN2CCOCC2)cc1,10,7,2,18,0.0,-2,3,2,1,1
Cc1ncc([N+](=O)[O-])n1CC(=O)NCCc1ccccc1,-14,0,5,1,0.5,1,-7,-6,-1,11
COC(=O)c1[nH]c2cc(OC)ccc2c1NC(=O)CCN1CCCCC1,-2,-2,2,7,-0.5,6,-6,-3,-5,1

# Filtered by structure: the entries above containing an NH in an aromatic ring (2)
SMILES,TDP2 absorb,MBD2 inh,SIAE primary,UHRF1 binding,KLK7 zymogen act,Tn7 DDE FP,PRMT1 inh,LEDGF integ inh,Tn6 DDE FP,TCR-CD3 inh
COc1ccc(CCn2c(Br)nc3c2c(=O)[nH]c(=O)n3C)cc1,5,2,-2,0,0.2,7,1,-1,-2,-2
COC(=O)c1[nH]c2cc(OC)ccc2c1NC(=O)CCN1CCCCC1,-2,-2,2,7,-0.5,6,-6,-3,-5,1

# Carrying on:
SMILES,TDP2 absorb,MBD2 inh,SIAE primary,UHRF1 binding,KLK7 zymogen act,Tn7 DDE FP,PRMT1 inh,LEDGF integ inh,Tn6 DDE FP,TCR-CD3 inh
CC(=O)Nc1ccc(NC(=O)CCC(=O)OCC(=O)c2cccc([N+](=O)[O-])c2)cc1,-7,-4,0,2,0.5,-2,-4,1,-2,5
Cc1ccccc1OCC(=O)NNC(=O)Nc1ccc(Cl)cc1,-3,-1,-5,1,-0.1,2,-1,4,8,3
COc1ccc(CNC(=O)C(C#N)c2nc3ccccc3nc2N2CCN(C)CC2)cc1 (stereo unspecified),2,1,4,-2,0.0,1,-4,0,7,4
O=C(CN1CCN(Cc2ccccc2)CC1)Nc1ccc(-n2cnnn2)cc1,-15,1,-3,-2,0.5,-5,-2,4,-10,5
O=C(CN1C(=O)CCSc2ccccc21)Nc1cccc(F)c1,-6,-5,-2,-1,0.5,3,-3,3,-7,1
COc1cc(CNc2ccc3c(c2)OCCO3)ccc1OCC(N)=O,8,-2,9,0,0.2,-2,-1,-3,3,4
CCOC(=O)N1CCN(C(=O)c2ccc(N3CC4CC(C3)c3cccc(=O)n3C4)c(NC(=O)c3ccc(F)cc3)c2)CC1 (stereo unspecified),-11,-4,1,1,-0.3,0,-1,3,3,10
Cc1ccc(C(=O)Nc2ccc3c(c2)OCCO3)cc1S(=O)(=O)N1CCOCC1,2,-2,1,-1,-0.5,3,3,3,2,0
NS(=O)(=O)c1ccc(CCNc2nc(CN3CCOCC3)nc3sc4c(c23)CCC4)cc1,-15,-6,-3,-2,-0.4,-5,1,0,-3,1
O=C(Nc1cccc(F)c1)N1CCC(c2ccccc2)CC1,-3,4,-3,-1,0.3,0,-2,0,0,-1
C#CCOCCOCCOCCNc1nc(N2CCN(C(=O)[C@H](CCCCN)n3cc([C@@H](N)CO)nn3)CC2)nc(N2CCN(C(=O)[C@H](CCCCN)n3cc([C@@H](N)CC(C)C)nn3)CC2)n1,9,5,2,5,-0.5,2,1,-2,-1,2
CC(=O)c1ccc(NC(=O)Cn2cnc(S(=O)(=O)N3CCc4ccccc43)c2)cc1,-10,-1,-8,0,-0.6,3,1,1,2,10
COc1cccc(N/C=C/C(=O)c2ccc(OC)c(OC)c2)c1,-1,-1,-8,5,0.3,2,6,0,0,-4
CSCCC(NC(=O)c1ccco1)C(=O)NCC(c1ccco1)N1CCCCC1 (stereo unspecified),0,0,-2,-1,-0.5,4,8,0,8,4
Cc1ccc(S(=O)(=O)Nc2ccc(S(=O)(=O)Nc3cc(C)nc(C)n3)cc2)cc1,-9,4,-5,2,-0.3,-5,-6,5,1,-9
C#CCNc1ccc(C(=O)OCC)cc1,-4,-2,1,4,-0.4,26*,-1,1,3,-4
O=C(Nc1cc(Cl)cc(Cl)c1)c1cnn2cccnc12,-1,8,-9,4,0.3,2,-1,0,3,-7
Nc1nc2ccc(Cl)cc2cc1C(=O)NCCCN1CCOCC1,0,1,2,-1,19*,4,-1,-2,6,7
O=C(Cc1ccc(Cl)cc1)Nc1cc(S(=O)(=O)N2CCOCC2)ccc1N1CCCC1,12,4,3,3,0.5,5,-2,2,0,5
O=C(NCC1CCCO1)c1ccc(COc2ccccc2)cc1 (stereo unspecified),2,-1,3,2,-0.4,-3,-4,3,7,11
COCc1[nH]nc2c1C(c1ccc(F)cc1)N(Cc1ccccc1)C2=O (stereo unspecified),-1,-6,7,-2,0.7,11,-3,5,-8,3
Cc1c(Br)c(=O)oc2c(Br)c(O)ccc12,-3,2,-4,3,26*,-4,-1,3,6,2
Cn1c(=O)cc(SCC(=O)N2CCN(c3ccccc3)CC2)c2ccccc21,-4,5,-8,2,0.6,1,4,-1,2,0
Cc1nn(-c2ccccc2)c(C)c1C(=O)Oc1ccccc1,-8,1,0,32*,0.4,4,0,0,6,10
